# Screens as filed in PubChem BioAssay.
# POLK inh = blocks human DNA polymerase kappa activity; Q9UBT6; purified Pol kappa, fluorescent DNA synthesis assay, 10 min; Potency, µM (series often up to 107 µM), without a hit: at the top dose activity, negative = inhibition, actives largely listed as inhibitors; actives 0.53% (n = 400,000); AID 588579; further: on the % scale 0 is the no-effect control and ±100 the full control effect
#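 Kinetic fluorescence readout at 0 and 10 min followed reaction start with substrate at 50 nM final. Beforehand, enzyme (10 nM Pol kappa) stood 15 min with compound at room temperature; buffer-only wells were negative controls.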
# APE1 inh = blocks human APE1 abasic DNA cleavage; P27695; Potency, µM (series often up to 65.8 µM), without a hit: at the top dose activity change, negative = inhibition, hits mostly inhibitors; AID 2517; actives 0.35% (n = 350,000); recombinant APE1, TAMRA/BHQ-2 abasic DNA cleavage fluorescence;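 further: plate controls were vehicle for no effect and reference inhibitor for full effect; nearly all actives have a fitted effect of over 55% in size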
#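 Activity was derived from the fluorescence gain between first and third kinetic reads (60 s intervals, ex 525/em 598 nm) after 50 nM THF-abasic TAMRA/BHQ-2 duplex was added to 0.75 nM APE1 preincubated 15 min with compound.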
# Pol eta inh = DNA polymerase eta (human) inhibition; Potency, µM (highest dose often 114 µM), inactives show top-dose activity change, negative = inhibition, actives largely listed as inhibitors; actives 1.2% (n = 390,000); Q9Y253; AID 588591; recombinant Pol eta, fluorescent DNA replication assay; further: on the % scale 0 is the no-effect control and ±100 the full control effect
#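 Fluorescent replication assay: 50 nM final substrate added after a 15 min room-temperature compound preincubation with 10 nM enzyme. Signal taken at 0 min and again at 10 min.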
# G9a inh = blocks human histone lysine methyltransferase G9a | Q96KQ7 | G9a H3K9 monomethylation, AlphaScreen, 2 h | Potency, µM (series often up to 102 µM), for the others: at the top dose activity, negative = inhibition, usual class: inhibitors | actives 8.8% (n = 350,000) | AID 504332; further: on the % scale 0 is the no-effect control and ±100 the full control effect; nearly all actives have a fitted effect of over 75% in size
#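 Methyltransferase reactions run at room temperature for 2 h (20 nM enzyme, 500 nM biotin-H3K9 peptide, 20 uM SAM) after a 15 min compound preincubation; product detected by AlphaScreen beads and anti-H3K9me1 antibody.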
# BAZ2B block = BAZ2B (human) inhibition | AlphaScreen BAZ2B-H3K14Ac peptide displacement | Potency, µM (top dose mostly 114 µM), for the others: at the highest dose activity change, negative = inhibition, actives largely listed as inhibitors | actives 4.4% (n = 360,000) | AID 504333; further: on the % scale 0 is the no-effect control and ±100 the full control effect; nearly all actives have a fitted effect of over 60% in size
#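 AlphaScreen displacement of biotin-H3(5-23)K14Ac peptide (50 nM final) from BAZ2B (50 nM final) in PBS pH 7.4, 0.01% Tween-20; complex preformed 30 min RT, then compounds (top 110 uM) 30 min RT, beads 20 min dark.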
# POLB inh = DNA polymerase beta (human) inhibition | Potency, µM (doses to about 114 µM), for inactives: at the top dose activity change, negative = inhibition, usual class: inhibitors | Pol beta primer extension/strand displacement, fluorescence kinetic | P06746 | actives 1.3% (n = 340,000); further: on the % scale 0 is the no-effect control and ±100 the full control effect
#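 10 nM enzyme + cpd, 15 min RT; start with substrate 50 nM final; read 0 min and after 10 min RT. Corrected, normalized data; 4-parameter Hill curve fit.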
# JMJD2A Tudor inh = blocks the human JMJD2A Tudor domain | AlphaScreen JMJD2A-Tudor / H3K4me3 peptide binding | Potency, µM (series often up to 114 µM), inactives show at the highest dose activity change, negative = inhibition, usual class: inhibitors | actives 4.4% (n = 390,000) | AID 504339; further: on the % scale 0 is the no-effect control and ±100 the full control effect; nearly all actives have a fitted effect of over 50% in size
# Target sequence (O75164 whole entry, looked up, the tested form may be a part): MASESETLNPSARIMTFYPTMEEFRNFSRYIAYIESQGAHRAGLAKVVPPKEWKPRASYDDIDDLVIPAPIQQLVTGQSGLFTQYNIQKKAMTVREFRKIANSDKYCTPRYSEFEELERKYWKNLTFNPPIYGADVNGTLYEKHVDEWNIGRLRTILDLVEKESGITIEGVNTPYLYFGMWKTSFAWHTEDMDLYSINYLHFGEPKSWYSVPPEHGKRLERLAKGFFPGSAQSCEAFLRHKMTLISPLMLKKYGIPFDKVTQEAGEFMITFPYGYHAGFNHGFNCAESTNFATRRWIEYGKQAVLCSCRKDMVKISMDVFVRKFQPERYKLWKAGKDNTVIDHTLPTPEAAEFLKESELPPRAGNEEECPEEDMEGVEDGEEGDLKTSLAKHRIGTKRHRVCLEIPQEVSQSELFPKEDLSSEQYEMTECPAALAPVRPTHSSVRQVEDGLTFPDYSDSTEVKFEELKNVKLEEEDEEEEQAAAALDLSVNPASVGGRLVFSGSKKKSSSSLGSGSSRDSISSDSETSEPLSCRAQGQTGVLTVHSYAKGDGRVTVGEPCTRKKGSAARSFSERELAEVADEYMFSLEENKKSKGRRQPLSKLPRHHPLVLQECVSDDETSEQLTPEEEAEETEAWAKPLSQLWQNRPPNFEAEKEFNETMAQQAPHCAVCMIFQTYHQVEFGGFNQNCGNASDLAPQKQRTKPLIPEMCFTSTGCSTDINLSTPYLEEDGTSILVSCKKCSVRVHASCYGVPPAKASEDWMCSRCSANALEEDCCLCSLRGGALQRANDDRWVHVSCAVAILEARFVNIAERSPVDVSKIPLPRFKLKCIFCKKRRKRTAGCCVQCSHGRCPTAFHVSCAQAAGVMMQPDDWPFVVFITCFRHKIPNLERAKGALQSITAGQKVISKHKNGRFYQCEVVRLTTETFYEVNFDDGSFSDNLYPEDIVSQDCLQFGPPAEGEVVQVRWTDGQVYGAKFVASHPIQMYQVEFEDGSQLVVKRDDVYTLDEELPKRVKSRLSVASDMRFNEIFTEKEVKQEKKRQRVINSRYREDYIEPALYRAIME
# Pol iota inh = DNA polymerase iota (human) inhibition; Q9UNA4; AID 588590; actives 1% (n = 390,000); Pol iota fluorescent replication assay, 10 min; Potency, µM (titrated, usually from 115 µM), inactives show at the highest dose activity, negative = inhibition, hits mostly inhibitors
#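 Pol iota at 10 nM preincubated 15 min with compounds at room temperature; reaction started with fluorescent substrate, 50 nM final. Fluorescence read kinetically at 0 and 10 min; buffer-only wells as negative control.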
# BLM inh = inhibitors of human Bloom syndrome helicase BLM; recombinant BLM DNA unwinding, fluorescence dequenching; Potency, µM (top dose mostly 56.1 µM), for inactives: top-dose activity change, negative = inhibition, actives largely listed as inhibitors; actives 0.2% (n = 350,000);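 further: plate controls were vehicle for no effect and no enzyme for full effect; nearly all actives have a fitted effect of over 35% in size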
# * = called active by the depositor; ? = inconclusive; · = no result given; & = joins results of further samples; [ ] = dose if it differs, or a comment. The call rests on the fitted dose curve; in most records, active means well fitted curve in the direction sought with a large enough effect; inconclusive means small, poorly fitted or top-dose-only effect, or another doubt; inactive means no such curve, though single readings can be large; an effect the other way counts as inactive or inconclusive. Potency means the concentration at half of the fitted maximal effect.
Compound,BLM inh,Pol eta inh,APE1 inh,G9a inh,JMJD2A Tudor inh,Pol iota inh,BAZ2B block,POLB inh,POLK inh
CCOC(=O)N1CCN(Cc2nc3cc(NC(=O)CC(C)C)ccc3n2C)CC1,-5%,-6%,10%,-6%,-13%,-1%,-1%,3%,-7%
O=C(CCC1N=C2c3ccccc3N=C(SCc3cccc(Cl)c3)N2C1=O)NCCc1ccccc1 (stereo not given),-6%,-21%,·,-7%[59 µM],-22%,-7%,-8%,19%,-7%
Cc1[nH]nc(SCC(=O)NCc2ccccc2)c1[N+](=O)[O-],-4%,-7%,3%,-5%[59 µM],3%,158%[activator],15%,2%,-7%
COC(=O)c1cc(C(=O)c2ccccc2)n2c(=O)/c(=C\N(C)C)sc12,-1%,-4%,-2%,·,-15%,-17%,-1%,34%,-5%
COc1cc2nc(NCc3ccccc3)n3nc(-c4ccccc4)nc3c2cc1OC,-7%,-10%,·,0%[59 µM],-15%,17%,-2%,25%,5%
C[C@H](NC(=O)OCc1ccccc1)C(=O)NNC(=O)[C@H](Cc1ccccc1)NC(=O)OC(C)(C)C,-6%,-16%,4%,34%[59 µM],-9%,58%[activator],-1%,-9%,11%
COC(=O)c1ccc2c(c1)N(Cc1ccccc1)C(=O)c1ccccc1S2(=O)=O,-4%,-13%,·,-4%[59 µM],-23%,-11%,2%,4%,7%[60.1 µM]
Cc1ccc(Cn2c(C)nc3c(c2=O)c2nc4ccccc4nc2n3Cc2ccco2)cc1,-1%,22µM*,7%,?,-15%,?,-24%,10µM*,-40%
O=C(Nc1ccccc1[N+](=O)[O-])C1(c2ccccc2)CCOCC1,-4%,-20%,14%,?,-26%,113%[activator],-38%,11%,-3%
O=C(CCS(=O)(=O)c1nc(-c2ccc3c(c2)OCO3)cc(C(F)(F)F)n1)Nc1ccccc1C(F)(F)F,-2%,-20%,·,-16%[59 µM],-1%,?,6%,-10%,5%
CCCn1c(N)c(C(=O)CN2CCN(S(=O)(=O)c3cccs3)CC2)c(=O)[nH]c1=O,-1%,-8%,1%,?,-14%,-2%,-5%,20%,4%
O=C(/C=C\c1ccccc1)NC1CC(=O)N(c2ccccc2)C1 (stereo not given),-1%,-19%,·,8%[59 µM],11%,9%,3%,17%,-4%[60.1 µM]
O=[N+]([O-])c1ccc2c3n([n+]([O-])c2c1)CCN=C3c1ccc(Cl)cc1,·,-11%,11%,-44%[2.33 µM],?,41%,50µM*,·,-4%
CCOC(=O)C1CN(S(=O)(=O)c2ccc(C)cc2)C1,4%,-5%,-1%,18%[59 µM],-1%,-8%,0%,5%,-1%
CCOc1ccc(C(=O)NCc2cccnc2)cc1,1%,0%,1%,-4%[59 µM],-13%,?,6%,5%,-5%[60.1 µM]
CC1CCCC2(C1)NC(=S)c1c(sc3c1CCCC3)N2 (stereo not given),-3%,-16%,0%,8.9µM*,79µM*,?,?,4%,3%
Cn1c(SCC(=O)N2CCCC2=O)nc2ccccc2c1=O,·,-19%,-3%,·,-12%,100%[activator],·,·,-16%
O=C(NC(=S)Nc1cccnc1)c1cc2ccccc2o1,-10%,-5%,-1%,7%,14%,4%,-26%,-2%,-1%
O=C(CSc1nccc(=O)[nH]1)c1c[nH]c2ccccc12,2%,-15%,-9%,·,-4%,8%,1%,20%,2%
CSc1cccc(NC(=S)N(CCN(C)C)C(C)c2ccncc2)c1 (stereo not given),-4%,-13%,0%,-2%[12.7 µM],-7%,-7%,-16%,-1%,13%
CC[n+]1c(/C=C/N(C)c2ccccc2)oc2ccc(F)cc21,1%,-1%,-2%,8.9µM*,79µM*,?,-32%,3%,-10%
C=CC[N+](C)(C)CCCNC(=O)/C=N/O,-4%,-16%,5%,?,-5%,-25%,20%,24%,3%
COc1ccc(-c2c(C(C)=O)c(C)nc3sc4c(=N)n(N)cnc4c23)cc1,2%,-5%,22%,-14%,-17%,9%,-14%,-2%,3%
CCCCNC(=O)C(=O)N/N=C/c1ccc(C(=O)OC)cc1,-3%,-3%,2%,-22%,5%,-7%,-1%,-1%,-2%
CC1(C)Cc2c(ccc3ccccc23)C(NNC(=O)c2cccnc2)=N1,-1%,?,-3%,-5%[2.33 µM],-13%,2%,-1%,51%,-9%

# Reprinted from the part before: 2 entries; new compounds follow.
Compound,BLM inh,Pol eta inh,APE1 inh,G9a inh,JMJD2A Tudor inh,Pol iota inh,BAZ2B block,POLB inh,POLK inh
CCCCNC(=O)C(=O)N/N=C/c1ccc(C(=O)OC)cc1,-3%,-3%,2%,-22%,5%,-7%,-1%,-1%,-2%
CC1(C)Cc2c(ccc3ccccc23)C(NNC(=O)c2cccnc2)=N1,-1%,?,-3%,-5%[2.33 µM],-13%,2%,-1%,51%,-9%
CCCC(=Nc1ccc(N)cc1)C1=C(O)C(C(=O)OC)C(C)(C)CC1=O (stereo not given),-14%,-9%,?,?,-28%,?,?,2%,?
CC(C)CC(C(=O)NC1CCCC1)N(Cc1cccs1)C(=O)c1snc(C(N)=O)c1N (stereo not given),2%,-16%,4%,-25%[59 µM],-14%,?,-5%,-3%,-5%
Cc1ccc(C(=O)C2CCN(C(=S)NCCCOC(C)C)CC2)cc1,0%,-4%,-5%,3%,-12%,-1%,6%,-16%,-13%
COc1ccc(NC(=O)C(OC)c2ccccc2)cc1Cl (stereo not given),-3%,-23%,15%,-11%[59 µM],7%,8%,12%,18%,-2%
CC(O)CNc1ncnc2nc[nH]c12 (stereo not given),0%,-16%,2%,11%[2.33 µM],-6%,10%,5%,24%,8%
O=C(/C=C/c1ccc(O)cc1)c1ccccc1,-7%,-10%,9%,·,-8%,-17%,-10%,5%,5%
CCOC(=O)c1ccccc1NC(=O)CSc1nc2ccccc2c(=O)[nH]1,-3%,2%,2%,1%,-11%,94%[activator],-5%,?,-6%
Cc1ccc(Cn2ncc3c(N4CCN(CC#N)CC4)ncnc32)cc1,-3%,-3%,1%,·,-15%,17%,-1%,?,-10%
COC(=O)c1ccc(-n2c(/C=C\c3cccc(Br)c3)nc3ccccc3c2=O)cc1,2%,-17%,·,9%[59 µM],-15%,-5%,1%,1%,0%[60.1 µM]
COc1ccc(OC)c(S(=O)(=O)NNC(=S)Nc2ccc3c(c2)OCO3)c1,-5%,0%,1%,-30%,?,7%,-24%,21%,-21%
COc1cc(OC)cc(C(=O)NC2CCN(C(=O)N3c4ccccc4Sc4ccccc43)CC2)c1,-12%,4%,-6%,-8%[59 µM],-33%,-1%,-12%,11%,-9%
O=C(CC(O)(c1ccccc1)C(F)(F)F)c1cccs1 (stereo not given),-4%,-10%,-4%,25%[59 µM],-5%,?,0%,15%,-19%
CC(C)c1ccc(C2(C)NC(=O)N(CC(=O)NC3(C#N)CCCC3)C2=O)cc1 (stereo not given),·,-8%,36%,?,-1%,2%,1%,·,-2%
COc1cccc(C(=O)Nc2ccc(F)c(F)c2F)c1,-10%,-3%,1%,29%[0.501 µM],9%,7%,12%,34%[activator],-7%
CC(=O)N(CN1C(=O)CCC1=O)c1ccc(Cl)c(Cl)c1,0%,0%,-5%,-20%[59 µM],-5%,-14%,-29%,2%,-4%
CC(=O)Nc1ccc2c(c1)nc1n2CCSC1,-4%,0%,?,-10%,-4%,40%[activator],-6%,?,8%
COc1ccc(NC(=O)C(Cc2ccccc2)NS(=O)(=O)c2ccc(Br)s2)cc1OC (stereo not given),-3%,-1%,·,-38%[59 µM],-19%,11%,-18%,-13%,-25%
Cc1cccc(C(=O)N[C@H](C(=O)Nc2nc3ccc(S(C)(=O)=O)cc3s2)C(C)C)c1,-9%,-13%,10%,-4%[59 µM],-20%,127%[activator],-12%,-13%,-10%
CC(C)NC(=O)NC(=O)COC(=O)c1ncc(Cl)c(Cl)c1Cl,-5%,-12%,-2%,?,-10%,-3%,11%,30%,-9%
COc1ccc(NC(=O)C2CCCN(S(=O)(=O)c3c(C)n[nH]c3C)C2)cc1OC (stereo not given),9%&-3%,-17%&-16%,?,3%[59 µM],-17%&-20%,27%&10%,15%,3%&31%,-3%&-8%
O=C(NNC(=O)C1C2C=CC(C2)C1C(=O)O)c1ccccc1O (stereo not given),1%,-15%,24%,-8%,-17%,12%,50µM*,15%,-2%
CC(C)(C)OC(=O)N1CCCC(C(=O)Nc2cccc(C(=O)NC3CC3)c2)C1 (stereo not given),·,-5%,·,·,10%,19%,·,·,1%
CC(C)n1c(SCC(=O)Nc2nncs2)nnc1-c1ccco1,-20%,7.9µM*,13µM*,·,56µM*,16µM*,50µM*,20µM*,79µM*
Cc1noc(C)c1NC(=O)N(C)C[C@H]1Oc2c(cccc2N(C)C)C(=O)N([C@H](C)CO)C[C@@H]1C,·,-1%,·,·,-12%,?,·,·,-13%
CC(=O)N/N=C(\C)c1cccc(NC(=O)c2cccs2)c1,3%,-4%,4%,-13%,-14%,30%[activator],-3%,28%,-1%
Cc1ccc(OCC(=O)Nc2ccc(S(=O)(=O)N3CCOCC3)cc2)c([N+](=O)[O-])n1,-3%,-4%,-1%,2%,-34%,91%[activator],-14%,26%,-8%
CCC1=C(OC(=O)N(CC)CC)N2C(=O)OC(=NCC3CC3)[C@]2(C)[C@H]2C1=CC[C@H]1C(=O)N(CC)C(=O)[C@H]12,-5%&-5%,-15%,-8%&9%,22%[12.7 µM],-22%,16%,0%,24%,-14%

# Single records, as listed above. Screens in order: BLM inh | Pol eta inh | APE1 inh | G9a inh | JMJD2A Tudor inh | Pol iota inh | BAZ2B block | POLB inh | POLK inh
# Profile of COc1cc(OC)cc(C(=O)NC2CCN(C(=O)N3c4ccccc4Sc4ccccc43)CC2)c1 → -12% | 4% | -6% | -8%[59 µM] | -33% | -1% | -12% | 11% | -9%
# Profile of COc1ccc(NC(=O)C2CCCN(S(=O)(=O)c3c(C)n[nH]c3C)C2)cc1OC (stereo not given) → 9%&-3% | -17%&-16% | ? | 3%[59 µM] | -17%&-20% | 27%&10% | 15% | 3%&31% | -3%&-8%
# Profile of Cc1ccc(Cn2ncc3c(N4CCN(CC#N)CC4)ncnc32)cc1 → -3% | -3% | 1% | · | -15% | 17% | -1% | ? | -10%
# Profile of Cc1ccc(C(=O)C2CCN(C(=S)NCCCOC(C)C)CC2)cc1 → 0% | -4% | -5% | 3% | -12% | -1% | 6% | -16% | -13%

# This is a subset, so the mix of outcomes need not match the whole.
